Bioassay records: PubChem, Fisher Drug Discovery Resource Center
mcGAS RapidFire: inhibitors of Mus musculus cyclic GMP-AMP synthase, initial high-throughput assay, cell-free, RapidFire MS; Q8C6L5; recombinant mouse cGAS, cGAMP by RapidFire MS; inhibition, % at 12.5 µM; 130,000 tested, 0.18% active; AID 1259397, 2018;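 active = inhibition of cGAS enzyme activity at or above 60%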;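 note: enzyme stimulated by 45 bp dsDNA with ATP and GTP substrates; cGAMP share of summed cGAMP plus half ATP and half GTP signals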
Target sequence (Q8C6L5 whole entry, looked up): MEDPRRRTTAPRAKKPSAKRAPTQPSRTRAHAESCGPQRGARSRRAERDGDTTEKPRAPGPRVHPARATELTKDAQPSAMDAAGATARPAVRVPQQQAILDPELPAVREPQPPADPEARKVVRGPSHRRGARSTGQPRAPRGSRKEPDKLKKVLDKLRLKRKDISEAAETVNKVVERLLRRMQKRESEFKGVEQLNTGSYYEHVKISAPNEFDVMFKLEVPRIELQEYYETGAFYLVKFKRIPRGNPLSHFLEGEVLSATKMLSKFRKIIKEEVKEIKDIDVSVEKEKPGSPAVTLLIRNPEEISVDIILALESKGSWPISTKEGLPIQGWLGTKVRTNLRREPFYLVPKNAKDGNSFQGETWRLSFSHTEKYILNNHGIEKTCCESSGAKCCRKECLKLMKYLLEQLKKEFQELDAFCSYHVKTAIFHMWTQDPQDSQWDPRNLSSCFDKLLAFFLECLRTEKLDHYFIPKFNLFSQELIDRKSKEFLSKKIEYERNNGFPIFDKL
* marks the source's active call; other numbers are inactive results; & = joins results of further samples. An excerpt. The share of hits here may be higher or lower than overall.

CNC(=O)C(C#N)C(=O)c1[nH]nc(-c2ccccc2)c1Br (stereo unspecified) was read as mcGAS RapidFire -11.
Cc1cc(N2CCCCC2)nc(Nc2ccc(NS(=O)(=O)c3cc(C(C)C)ccc3C)cc2)n1 was read as mcGAS RapidFire -8.
C=CCS(=O)(=O)NCC1CCN(Cc2cccc3nonc23)C1 (stereo unspecified) was read as mcGAS RapidFire -11.
For CC(C)O[C@H]1CN(C(=O)c2cnc(-c3ccccc3)nc2)C[C@@H]1O the results were mcGAS RapidFire -1.
CCC(=O)N1CSCC1C(=O)Nc1ccc2c(c1)CCCN2C (stereo unspecified) was read as mcGAS RapidFire 12.
CNC(=O)CN(C)C(=O)c1ccc(OC)c(Br)c1 was read as mcGAS RapidFire -12.
`CN(Cc1ccoc1)CC1CCN(c2ccccc2)C1` (stereo unspecified) gave mcGAS RapidFire -12.
Screening CCOc1ccc(Cl)cc1S(=O)(=O)NC(C)(C)C returned mcGAS RapidFire -13.
For Cc1ccc(NC(=O)c2c(O)c3cccnc3n(-c3ccccc3)c2=O)cc1C the results were mcGAS RapidFire -12.
For O=C(NCCS(=O)(=O)c1ccccc1)c1cc(Br)ccc1O the results were mcGAS RapidFire 2.
O=C(Nc1cccc(NC(=O)c2ccc(=O)[nH]n2)c1)c1ccncc1 was read as mcGAS RapidFire -3.
For NCCc1nc(NC(Cn2cccn2)c2ccccc2)c2ccccc2n1 (stereo unspecified) the results were mcGAS RapidFire -14.
CC1CCC2(CC1)Oc1ccccc1C1CC(c3ccccc3)=NN12 (stereo unspecified) was read as mcGAS RapidFire -6.
Screening O=C(c1cccc(F)c1)n1cc(Br)cn1 returned mcGAS RapidFire -6.
For Cc1nc(SCC(=O)N2CCC(C(O)CCc3ccccc3)CC2)n[nH]1 (stereo unspecified) the results were mcGAS RapidFire -18.
CC(=O)c1cccc(NC(=O)CC2S/C(=N/N=C3CCCCCCC3)NC2=O)c1 (stereo unspecified) was read as mcGAS RapidFire -47.
`CC1CCCCN1C1CN(C(=O)c2ccc(S(N)(=O)=O)cc2)C1` (stereo unspecified) gave mcGAS RapidFire -34.
`COc1ccc(C2CC(c3cccs3)=NN2C(=O)Cn2cnc3c(cnn3CCO)c2=O)cc1` (stereo unspecified) gave mcGAS RapidFire -5.
Cn1ncc2c(NNC(=O)c3ccc(Cl)cc3Cl)ncnc21 was read as mcGAS RapidFire -7.
For CC(C)n1ccnc1CN1CCN(c2ncc(Cl)cn2)CC1 the results were mcGAS RapidFire 3&5.

Filtered by structure: those above with an NH in an aromatic ring (three)
CNC(=O)C(C#N)C(=O)c1[nH]nc(-c2ccccc2)c1Br (stereo unspecified) was read as mcGAS RapidFire -11.
O=C(Nc1cccc(NC(=O)c2ccc(=O)[nH]n2)c1)c1ccncc1 was read as mcGAS RapidFire -3.
For Cc1nc(SCC(=O)N2CCC(C(O)CCc3ccccc3)CC2)n[nH]1 (stereo unspecified) the results were mcGAS RapidFire -18.

The list goes on:
`CCOC(=O)N1CCN(C(=O)Cn2nc(C)c([N+](=O)[O-])c2C)CC1` gave mcGAS RapidFire -5.
COc1cccc(C(C)(C)CCNC(=O)c2cc([N+](=O)[O-])cc([N+](=O)[O-])c2)c1 was read as mcGAS RapidFire -7.
`CN(C(=O)CCNS(C)(=O)=O)C1CCCCCC1` gave mcGAS RapidFire -5.
COC(=O)c1ccc(N=CN(C)C)s1 was read as mcGAS RapidFire -8.
`Cc1cc(C(=O)NCC2CCCN(Cc3cn[nH]c3C3CCCCC3)C2)no1` (stereo unspecified) gave mcGAS RapidFire -3.
For CC(c1cccnc1)N(C)Cc1cccc(-n2cccn2)c1 (stereo unspecified) the results were mcGAS RapidFire -16.
For CC(CN(C)C(=O)OC(C)(C)C)C(=O)NCc1n[nH]c(=S)n1C1CC1 (stereo unspecified) the results were mcGAS RapidFire -3.
Cc1csc(S(=O)(=O)C(C)c2nc(C3CC3)no2)n1 (stereo unspecified) was read as mcGAS RapidFire -12.
`CCc1csc(CNC(=O)CC(=O)Nc2ccccc2C)n1` gave mcGAS RapidFire -10.
Cc1nc(C)c(C(=O)NC(C)c2cnn(-c3ccccn3)c2C)s1 (stereo unspecified) was read as mcGAS RapidFire -1.
CCOC(=O)C1=C(C)N=c2s/c(=C\c3c(F)cccc3Cl)c(=O)n2C1c1ccc(C)cc1 (stereo unspecified) was read as mcGAS RapidFire -4.
Screening C=CCNC(=O)CSc1ncnc2sc3c(c12)CCC3 returned mcGAS RapidFire -8.
`CCOCCOC(C)C(=O)NS(=O)(=O)c1cccc(Cl)c1` (stereo unspecified) gave mcGAS RapidFire -37.
CC(C)Cc1nc(C2CCCN2C(N)=O)n(-c2cccc3ccccc23)n1 (stereo unspecified) was read as mcGAS RapidFire -9.
Screening COCc1cc(CNC(=O)c2ccccc2C2CCNC2)[nH]n1 (stereo unspecified) returned mcGAS RapidFire -6.
For CCOC(=O)c1ccc(NC(=O)C2(c3ccc(OC)c(OC)c3)CCCC2)cc1 the results were mcGAS RapidFire -7.
Screening Cc1ccc(Oc2ncccc2CNC(=O)c2cc(C3CC3)[nH]n2)cn1 returned mcGAS RapidFire -18.
Screening COc1ccc(C2(C(=O)N3CCCC(N(C)C)CC3)CCCC2)cc1 (stereo unspecified) returned mcGAS RapidFire -20.
`Cc1nc2c(C)cccn2c(=O)c1NC(=O)c1ccc(-c2ccccc2)cc1` gave mcGAS RapidFire -14.
For Cc1nnc(N2CCCC(C)C2)c(C#N)c1C (stereo unspecified) the results were mcGAS RapidFire 16.
`CC(=O)Nc1ccc(S(=O)(=O)NC(C)C)cc1` gave mcGAS RapidFire -6.
Screening O=C(Cn1ccc(=O)[nH]c1=O)NNc1ccc(Cl)c(Cl)c1 returned mcGAS RapidFire 1.
For CO[C@H]1CCC[C@@H]1OC(=O)CCc1ccsc1 the results were mcGAS RapidFire -4.
Screening Cn1c(=O)c2c(-c3ccccc3)n(CCCO)cc2n(C)c1=O returned mcGAS RapidFire -10.
For COc1ccc2c(c1)c1nc3n(c(=O)c1n2Cc1cc(=O)n2ccccc2n1)CCS3 the results were mcGAS RapidFire 11.
`CC(C(=O)NC1CC1)N1CCC(C(=O)Nc2ccc(Br)cn2)CC1` (stereo unspecified) gave mcGAS RapidFire -4.
For CCn1cc(NC(=O)N2CCCN(C(=O)CC3CCCC3)CC2)cn1 the results were mcGAS RapidFire -2.
For O=C(O)c1nn(CCO)c2c1CN(C(=O)C1(c3ccccc3)CCCC1)CC2 the results were mcGAS RapidFire -13.
For O=C(Nc1ccc(-c2cscn2)cc1)C1CCCN(Cc2ccon2)C1 (stereo unspecified) the results were mcGAS RapidFire -3.
Screening CC(C)(C)c1csc(NC2=NCCC2)n1 returned mcGAS RapidFire -14.
For Cc1nc(CN(C)C(=O)NC2CCN(C(=O)c3ccoc3C)CC2)cs1 the results were mcGAS RapidFire -4.
For Cc1cc2c(o1)CC(C)(C)CC2NCC1CNc2ccnn2C1 (stereo unspecified) the results were mcGAS RapidFire 10.
`Cc1cccn2c(CC(=O)NCc3ccc4c(c3)CC(C)O4)cnc12` (stereo unspecified) gave mcGAS RapidFire -28.
Cc1ccc(NC(=O)Cn2c3ccccc3c(=O)c3ccccc32)cc1F was read as mcGAS RapidFire -7.
CC(C)(C)OC(=O)NCc1nn[nH]n1 was read as mcGAS RapidFire -30.
CC1(C)C(=O)C2(C(=O)Nc3cccc(NC(=O)C45CCC(C4)C(C)(C)C5=O)n3)CCC1C2 was read as mcGAS RapidFire 2.
For COc1ccc(Cc2n[nH]c(=S)o2)cc1 the results were mcGAS RapidFire 3.
CC1(C2CCNCC2)NC(=O)N(Cc2cccc3ccccc23)C1=O (stereo unspecified) was read as mcGAS RapidFire -16.
COC(=O)c1ccc(C2C3CCCC(C4CCCCC4)C3=Nc3nnnn32)cc1 (stereo unspecified) was read as mcGAS RapidFire 1.
`CN(C)CCCn1cnc2c1c(=O)n(C)c(=O)n2C` gave mcGAS RapidFire -3.
NC1=NC(c2ccccc2)n2c(nc3ccccc32)N1 (stereo unspecified) was read as mcGAS RapidFire 1.
For O=C(Nc1cccnc1)C(=O)NC1CCN(c2cccc(F)c2)CC1 the results were mcGAS RapidFire -7.
For O=S(=O)(NCc1ccccc1)N1CC2C[C@@H]3CC1C[C@H](C2)C3 the results were mcGAS RapidFire -34.
`Cn1nccc1C(=O)N1CC[C@@H](c2ccc3ccccc3c2)[C@H](O)C1` gave mcGAS RapidFire -19.
For COC(=O)C1=NOC2C(=O)N(c3ccc(OC)cc3)C(=O)C12 (stereo unspecified) the results were mcGAS RapidFire 11.
COCCNCc1csc(COc2ccc(OC)cc2)n1 was read as mcGAS RapidFire -3.
`Cc1ccnc(N(C)Cc2cc(C3CC3)n[nH]2)n1` gave mcGAS RapidFire -10.
`CCOC(=O)C1(CCOc2ccccc2)CCN(C(=O)Cn2nc3ccccc3n2)CC1` gave mcGAS RapidFire -12.
For CCn1cc(-c2nnc(SCC(=O)O)n2-c2cccc(Cl)c2)cn1 the results were mcGAS RapidFire -12.
`Cc1noc(C)c1NC(=O)NCC1CCN(Cc2ccccc2F)C1` (stereo unspecified) gave mcGAS RapidFire -4.
Screening O=C1CSC(c2cccc(Br)c2)N1c1cccc(C(F)(F)F)c1 (stereo unspecified) returned mcGAS RapidFire -14.
`CC(c1ccccc1F)N(C(=O)NCCC(=O)N(C)C)C1CC1` (stereo unspecified) gave mcGAS RapidFire -2.
`CS(=O)(=O)c1ccc(-c2ccc(C(=O)N3CCOCC3)o2)cc1` gave mcGAS RapidFire -23.
`CC(=O)N1CCc2c(sc(NC(=O)c3ccc(C#N)cc3)c2-c2nc3ccccc3s2)C1` gave mcGAS RapidFire -2.
Screening CC1CCc2[nH]nc(C(=O)N3CCn4nc(C(=O)NC5CC5)cc4C3)c2C1 (stereo unspecified) returned mcGAS RapidFire -16.
Screening C(=NNc1ncnc2sc3c(c12)CCC3)c1ccc2c(c1)OCO2 returned mcGAS RapidFire -12.
CCOc1ccc(-c2cnc(-c3cccc(OC)c3OC)[nH]2)cc1 was read as mcGAS RapidFire -4.
For CNc1cncc(-c2ccc(CN3CCOCC3)cc2)n1 the results were mcGAS RapidFire -4.
Screening CC1CCC2C(=O)N(c3cccc(OS(=O)(=O)c4ccccc4)c3)C(=O)C2C1 (stereo unspecified) returned mcGAS RapidFire -3.
For O=C1COc2ccc(C(=O)CSc3nnnn3C3CC3)cc2N1 the results were mcGAS RapidFire -1.
`CC1OC2(O)CCCCC2C(C#N)(C(N)=O)C1(C#N)C#N` (stereo unspecified) gave mcGAS RapidFire -9.
`COCC(=O)N1CCCCCC1C1CCN(Cc2cccc3cccnc23)CC1` (stereo unspecified) gave mcGAS RapidFire -1.
Screening COc1cc(CNC(=O)Nc2ccc(Br)cc2)ccc1OC(F)F returned mcGAS RapidFire 8.
Screening CCOC(=O)c1nn(-c2ccc(F)cc2)c(=O)cc1N1CCN(C(=O)c2ccco2)CC1 returned mcGAS RapidFire -4.
Cc1cnc(C)c(N2CCN(Cc3cc(C(C)(C)C)n[nH]3)CC2)n1 was read as mcGAS RapidFire -9.
For CN(C)C=NC1=NN(c2ccccc2)CC1 the results were mcGAS RapidFire -4.
`CCN(CC)CCCN=C1NC2CS(=O)(=O)CC2S1` (stereo unspecified) gave mcGAS RapidFire 9.
`O=C1NCCCCC1Sc1nc2ccc(Cl)cc2[nH]1` (stereo unspecified) gave mcGAS RapidFire 7.
Screening CC(NCCC1CCCO1)c1ccc(S(=O)(=O)N(C)C)cc1 (stereo unspecified) returned mcGAS RapidFire -6.
For CCNC(=O)c1cnn(-c2ccccc2F)c1C the results were mcGAS RapidFire -5.
Screening Cc1cccc(OCCNC(=O)N2CCN(S(=O)(=O)c3cccc(Br)c3)CC2)c1 returned mcGAS RapidFire -14.
For O=C(NC1CCCN(CCCc2ccccc2)C1)c1cnccn1 (stereo unspecified) the results were mcGAS RapidFire 2.
`Fc1ccc(-c2nnc(COn3nnc4ccccc43)o2)cc1` gave mcGAS RapidFire -5.
CCCCN(C(=O)c1ccc2c(c1)OCCO2)C(C)CC (stereo unspecified) was read as mcGAS RapidFire -46.
Screening CCCOc1ccccc1C1NC(=O)NC(C)=C1C(=O)OC1CCCC1C (stereo unspecified) returned mcGAS RapidFire 1.
`c1cncc(-c2nccn2-c2ccc(OCc3ccco3)cc2)c1` gave mcGAS RapidFire -14.
`CC(C)Cn1c(CN2CCC(Cc3ccccc3)CC2)nc2c1c(=O)n(C)c(=O)n2C` gave mcGAS RapidFire -7.
`O=C(c1ccccc1)N1CCN(C(=O)c2cccc3nccnc23)CC1` gave mcGAS RapidFire -13.

Among those listed so far, these have an aryl methoxy group:
CNC(=O)CN(C)C(=O)c1ccc(OC)c(Br)c1 was read as mcGAS RapidFire -12.
`COc1ccc(C2CC(c3cccs3)=NN2C(=O)Cn2cnc3c(cnn3CCO)c2=O)cc1` (stereo unspecified) gave mcGAS RapidFire -5.
COc1cccc(C(C)(C)CCNC(=O)c2cc([N+](=O)[O-])cc([N+](=O)[O-])c2)c1 was read as mcGAS RapidFire -7.
For CCOC(=O)c1ccc(NC(=O)C2(c3ccc(OC)c(OC)c3)CCCC2)cc1 the results were mcGAS RapidFire -7.
Screening COc1ccc(C2(C(=O)N3CCCC(N(C)C)CC3)CCCC2)cc1 (stereo unspecified) returned mcGAS RapidFire -20.
For COc1ccc2c(c1)c1nc3n(c(=O)c1n2Cc1cc(=O)n2ccccc2n1)CCS3 the results were mcGAS RapidFire 11.
For COc1ccc(Cc2n[nH]c(=S)o2)cc1 the results were mcGAS RapidFire 3.
For COC(=O)C1=NOC2C(=O)N(c3ccc(OC)cc3)C(=O)C12 (stereo unspecified) the results were mcGAS RapidFire 11.
COCCNCc1csc(COc2ccc(OC)cc2)n1 was read as mcGAS RapidFire -3.
CCOc1ccc(-c2cnc(-c3cccc(OC)c3OC)[nH]2)cc1 was read as mcGAS RapidFire -4.
Screening COc1cc(CNC(=O)Nc2ccc(Br)cc2)ccc1OC(F)F returned mcGAS RapidFire 8.
